Source: PubChem BioAssay (National Center for Advancing Translational Sciences (NCATS))
D3 ag: qHTS of D3 Dopamine Receptor Agonist: qHTS. D(3) dopamine receptor (Homo sapiens), P35462. D3R DiscoveRx beta-arrestin cells, luminescence, 90 min. max activation, %. 410,000 compounds, 0.58% hits; in the data active = max activation above about 30%; note: 0% is about no effect; mostly tested at two doses, the higher about 12 µM
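Cells at 1500/well, incubated overnight, then treated with pinned compounds (dopamine as control) for 90 min at 37 degrees C. DiscoveRx reagent added for 30 - 60 minutes at room temperature; luminescence read.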
FUS suppressor: qHTS for Suppressors of FUS Proteinopathy: Primary screen using FUS-linked yeast assay; Potency, µM (top dose mostly 76.6 µM), inactives show at the highest dose growth rescue (activation), actives largely listed as activators; S. cerevisiae FUS-expressing, growth rescue, OD600, 24 h; AID 1347120, 2019; 390,000 compounds, 0.24% hits;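 note: potency is the fitted concentration of half-maximal effect; plate controls were DMSO vehicle for no effect and reference control for full effect; nearly all actives have a fitted effect of over 55% in size; some results filed as inactive show a strong effect at the top dose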
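Yeast FUS proteinopathy model; galactose-induced FUS (2%), starting OD 0.005. Cpds in dilution series, 24hr, 30C, 99% humidity. Abs 600 nm growth. Pos ctrl CP55940 (top 92uM final); neg ctrl DMSO.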
D3 antag: qHTS of D3 Dopamine Receptor Antagonist: qHTS; D(3) dopamine receptor (Homo sapiens), P35462; D3R cells, DiscoveRx beta-arrestin luminescence, antagonist mode; stronger effect = lower value; max response, negative = inhibition, %; 360,000 compounds, 2.5% hits; AID 652054, 2013; in the data active = max response below about -50%; inconclusive = no clear call, values can overlap the other calls; note: % is set by controls: 0 for no effect and ±100 for the full control effect; mostly tested at two doses, the higher about 12 µM
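Cells expressing the human receptor were seeded at 1500 cells/well, incubated overnight at 37 degrees C in 5% CO2, then exposed to library compounds with dopamine controls for 90 minutes at 37 degrees C before luminescent detection.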
aSyn yeast inh: qHTS of alpha-syn Inhibitors; Potency, µM (series often up to 46.1 µM), inactives show top-dose growth rescue (activation), hits mostly activators; Yeast expressing alpha-synuclein, growth rescue, BacTiter-Glo, 24 h; 370,000 compounds, 0.14% hits; AID 652106, 2013; note: potency is the fitted concentration of half-maximal effect; % of control where 0% means no effect; nearly all actives have a fitted effect of over 65% in size
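Screening used galactose-induced yeast with toxic alpha-synuclein levels, exposed to compound for 24 hr at 30 deg C. Cell growth, read with BacTiter-Glo luminescence, gave the measured signal.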
Abeta yeast res: qHTS for compounds that reverse cellular toxicity of Amyloid beta (A-beta) peptide in yeast: Primary Screen; yeast expressing A-beta42, growth rescue, OD600, 48 h; response scale: 0% DMSO, 100% iron-clioquinol control; Potency, µM (series often up to 46.1 µM), inactives show at the top dose growth rescue, usual class: activators; 410,000 compounds, 0.063% hits; AID 1347071, 2019; note: potency is the fitted concentration of half-maximal effect; nearly all actives have a fitted effect of over 55% in size
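Yeast growth medium received pinned compounds, then yeast cells expressing toxic A-beta were added; plates incubated at 30 C for 48 hr. Growth read as absorbance at 600 nm, normalized to DMSO and equimolar FeCl3 plus clioquinol controls.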
EPAC2 antagonist: qHTS for Antagonist of cAMP-regulated guanine nucleotide exchange factor 2 (EPAC2): primary screen | Rap guanine nucleotide exchange factor 4 (Homo sapiens), Q8WZA2 | EPAC2 GEF exchange of Rap1B-BODIPY-GDP, fluorescence | Potency, µM (titrated, usually from 114 µM), inactives show top-dose activity, negative = inhibition, actives largely listed as inhibitors | 360,000 compounds, 0.18% hits; note: potency is the fitted concentration of half-maximal effect; % is set by controls: 0 for no effect and ±100 for the full control effect; nearly all actives have a fitted effect of over 45% in size; many of its hits are not listed in these tables
Target sequence (Q8WZA2 whole entry, looked up): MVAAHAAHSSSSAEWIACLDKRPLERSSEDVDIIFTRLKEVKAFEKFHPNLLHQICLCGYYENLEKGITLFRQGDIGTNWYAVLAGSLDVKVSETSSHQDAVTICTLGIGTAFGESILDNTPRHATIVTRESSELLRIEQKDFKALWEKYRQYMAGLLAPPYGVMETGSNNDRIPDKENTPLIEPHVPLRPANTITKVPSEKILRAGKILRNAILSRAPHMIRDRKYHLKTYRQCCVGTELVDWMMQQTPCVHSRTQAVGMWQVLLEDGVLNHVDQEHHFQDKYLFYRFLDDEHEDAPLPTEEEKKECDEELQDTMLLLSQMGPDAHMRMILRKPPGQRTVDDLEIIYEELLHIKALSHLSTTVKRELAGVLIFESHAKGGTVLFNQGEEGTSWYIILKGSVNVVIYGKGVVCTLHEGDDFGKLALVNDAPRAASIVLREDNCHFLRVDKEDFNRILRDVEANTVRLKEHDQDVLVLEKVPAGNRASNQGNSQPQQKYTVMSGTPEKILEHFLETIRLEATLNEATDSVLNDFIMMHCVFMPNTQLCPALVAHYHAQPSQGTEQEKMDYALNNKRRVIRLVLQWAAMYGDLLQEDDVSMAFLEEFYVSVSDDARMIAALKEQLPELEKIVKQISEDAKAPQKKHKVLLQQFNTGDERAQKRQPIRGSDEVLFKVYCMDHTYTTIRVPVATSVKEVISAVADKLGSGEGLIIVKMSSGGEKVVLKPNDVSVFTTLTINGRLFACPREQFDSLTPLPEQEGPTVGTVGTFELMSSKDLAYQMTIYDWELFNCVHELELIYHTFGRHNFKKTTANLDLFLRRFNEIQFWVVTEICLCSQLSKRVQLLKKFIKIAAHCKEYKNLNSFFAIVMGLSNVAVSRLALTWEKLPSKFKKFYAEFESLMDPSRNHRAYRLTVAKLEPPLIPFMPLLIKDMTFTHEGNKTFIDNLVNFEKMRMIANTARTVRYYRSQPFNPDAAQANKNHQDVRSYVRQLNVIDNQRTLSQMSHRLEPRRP
TDP-43 yeast inh: qHTS of TDP-43 Inhibitors. 410,000 compounds, 1.8% hits. TDP-43 expressing yeast growth rescue, BacTiter-Glo, 24 h. Potency, µM (titrated, usually from 46.1 µM), for the others: top-dose growth rescue (activation), most hits filed as activators; note: potency is the fitted concentration of half-maximal effect; % of control where 0% means no effect; nearly all actives have a fitted effect of over 50% in size
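Cell-based yeast growth screen: TDP-43 expression induced in galactose, inoculum OD600=0.02 after raffinose pregrowth to mid-log. Read-out BacTiter-Glo luminescence at 24 hr, 30 deg C; inhibition of toxicity seen as signal increase.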
EPAC2 ag: qHTS for Agonist of cAMP-regulated guanine nucleotide exchange factor 4 (EPAC2): primary screen; Rap guanine nucleotide exchange factor 4 (Homo sapiens), Q8WZA2; EPAC2 activation, biochemical qHTS; response scale: 100% = 6.5 mM cAMP response; Potency, µM (doses to about 154 µM), for inactives: at the top dose activation, actives largely listed as activators; 360,000 compounds, 0.079% hits; note: potency is the fitted concentration of half-maximal effect; nearly all actives have a fitted effect of over 50% in size
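In this primary screen, activation is scored as increased exchange of BODIPY-GDP from Rap1B by 100 nM EPAC2, with 50 uM GDP as competitor. Signal is normalized to the 6.5 mM cAMP agonist control.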
* hit, by the source's call; ? = inconclusive; · = not tested or not shown; & = joins results of further samples; [ ] = remark or other dose. Unless noted, calls come from the whole dose curve; as a rule, active = well fitted curve in the direction sought with a large enough effect; inconclusive = small, poorly fitted or top-dose-only effect, or another doubt; inactive = no such curve, though single readings can be large; an effect the other way counts as inactive or inconclusive.

SMILES	D3 ag	FUS suppressor	D3 antag	aSyn yeast inh	Abeta yeast res	EPAC2 antagonist	TDP-43 yeast inh	EPAC2 ag
C=CCC1(Cl)C(=O)C(Cl)=C(N2CCOCC2)C1(OC)OC (stereo not given)	-2.7	-2.4%	2.2	-4.6%	4.8%	-1.8%	3.7%	2.2%
CCCCC[C@H](C)N1C[C@@H](COCc2ccccc2)Oc2cc(N3CC[C@H](O)C3)ccc2S1(=O)=O	-0.6	?	-3.6	22.2%	-9.7%	?	-12.4%	2.9%
O=C(NCc1c(-n2cccc2)sc2c1CCCC2)Nc1cccc(C(F)(F)F)c1	-5.6	-20.5%	·	·	-7.4%	·	12.3%[9.22 µM]	·
O=C(NCCOc1ccccc1)C1CCC(=O)N(Cc2ccc(Cl)cc2)C1 (stereo not given)	-17.7	·	?	-3.6%	-8.4%	-7.0%	12.8%	-4.7%
CCOc1cc(C2Nc3ccccc3C(=O)N2c2ccccc2)ccc1O (stereo not given)	-10.8	3.4%	-15.1	-3.3%	-25.4%	-5.7%	-11.9%	12.7%
COC(=O)c1ccc(C(=O)OC)c(NC(=S)N2CCC(C)CC2)c1	3.2	·	-4.3	7.4%	-36.7%[inhibitor]	4.1%	-25.7%	3.0%
CC(C)Nc1nnc(SCC(=O)c2c[nH]c3ccccc23)s1	0.0	·	15.7	-0.1%	8.2%	-0.3%	?	-3.2%
COc1ccc(S(=O)(=O)Nc2ccc3c(c2)C(=O)N([C@H](C)CO)C[C@H](C)[C@@H](CN(C)C(=O)NC2CCCCC2)O3)cc1	23.5	30.7%	-5.7	-1.5%	-8.6%	11.2%	-9.5%	-5.2%
CCOC(=O)CNC(=O)c1ccc2[nH]c3c(c2c1)CCCC3	-1.1	-0.6%	8.3	0.2%	8.1%	-2.9%	0.0%	9.8%
O=C(NC1CC1)C1=C[C@@H](c2ccc3c(c2)OCO3)C[C@@H](OCCCCO)O1	-38.1	-11.1%	-9.0	1.3%	-4.2%	-7.8%	8.8%	9.5%
c1ccc2c(CSCc3nc4ccccc4[nH]3)cccc2c1	-3.9	22.6%	30.5	-11.6%	32.5%	0.6%	21.7%	9.3%
COc1ccc(/C=N/NC(=O)c2ccc(-c3ccccc3)cc2)cc1O	1.7	9.7%	-1.9	-9.1%	-12.0%	0.1%	-4.2%	6.4%
C/C(CC(=O)N(C(C)C)C(C)C)=N\NC(=O)COc1ccc(Br)cc1Br	3.3	-1.7%	11.3	-13.9%	-6.3%	-3.6%	-1.1%	-2.5%
C[C@H](CO)N1C[C@H](C)[C@@H](CN(C)Cc2ccncc2)Oc2c(NS(=O)(=O)c3cn(C)cn3)cccc2C1=O	5.9	-5.1%	12.2	0.2%	2.2%	-6.1%	5.3%	4.1%
O=C(O)/C=C/c1ccc(S(=O)(=O)NCc2cccnc2)cc1	-8.5	2.8%	3.8	10.9%	-5.5%	7.6%	-7.6%	1.7%

In the list so far, 3 have an NH in an aromatic ring:
SMILES	D3 ag	FUS suppressor	D3 antag	aSyn yeast inh	Abeta yeast res	EPAC2 antagonist	TDP-43 yeast inh	EPAC2 ag
CC(C)Nc1nnc(SCC(=O)c2c[nH]c3ccccc23)s1	0.0	·	15.7	-0.1%	8.2%	-0.3%	?	-3.2%
CCOC(=O)CNC(=O)c1ccc2[nH]c3c(c2c1)CCCC3	-1.1	-0.6%	8.3	0.2%	8.1%	-2.9%	0.0%	9.8%
c1ccc2c(CSCc3nc4ccccc4[nH]3)cccc2c1	-3.9	22.6%	30.5	-11.6%	32.5%	0.6%	21.7%	9.3%

Following part.
SMILES	D3 ag	FUS suppressor	D3 antag	aSyn yeast inh	Abeta yeast res	EPAC2 antagonist	TDP-43 yeast inh	EPAC2 ag
CCCN(C(=O)Cc1nc(-c2ccc(OC)cc2)no1)c1ccccc1C	-7.0	?	·	·	17.9%	·	10.2%	·
COc1cc(C(=S)N2CCC(Cc3ccccc3)CC2)ccc1OCC(N)=O	2.3	13.2%	-4.7	-4.0%	0.7%	-2.1%	-2.1%	-2.4%
COC(=O)c1cccc(-n2sc3ccccc3c2=O)c1	-34.7	-4.4%	-59.7*	-81.6%[inhibitor]	-83.5%[inhibitor]	3.7%	-92.8%[inhibitor]	-7.6%
C[C@H]1COc2cc(N3CCSCC3)ccc2S(=O)(=O)N1	-8.5	-14.1%	-22.5	-0.2%	-10.4%	12.0%	17.3%	0.9%
COc1ccc(-c2ncncc2-c2ccc(Cl)cc2)c(O)c1	6.2	19.0%	0.5	-11.7%	-8.2%	?	10.0%	14.9%
CN(CC(=O)Nc1ccccc1Br)C(=O)c1ccccc1OCc1ccccc1Cl	6.0	23.4%	0.2	0.7%	0.4%	-14.7%	10.8%	14.7%
COc1ccc(CC(NC(C)=O)C(=O)NC2CCN(c3c4c(nc5ncnn35)CCC4)CC2)cc1OC (stereo not given)	15.2	5.0%	1.2	-4.1%	-10.7%	4.7%	-24.5%	-2.7%
CCCc1cc(C(=O)Nc2cc(C)ccc2O)no1	5.7	-8.2%	-17.1	-4.8%	-16.5%	0.8%	-0.8%	-0.8%
Cc1ccc2[nH]c3ccccc3c(=O)c2c1	-7.9	30.0%	-2.4	-34.5%[inhibitor]	-45.1%[inhibitor]	-0.9%	-35.6%[inhibitor]	7.8%
COc1ccc(C(=O)NCCc2nnc(SCC(=O)Nc3ccccc3C(C)C)n2C)cc1	-3.6	26.7%	10.0	7.9%	13.3%	3.3%	-11.7%	-0.6%
COc1ccc(C2Nc3ccccc3C(=O)N2c2ccc(F)cc2)cc1Cn1nnc2ccccc21 (stereo not given)	-1.5	4.2%	2.8	-4.6%	-4.0%	8.3%	-7.0%	-1.4%
COc1ccccc1Nc1ncc2c(n1)CCN(Cc1cc(F)cc(F)c1)C2	-12.3	-8.1%	·	·	-7.4%	·	15.6%	·
CCOc1ccc(NC(=O)Cn2c(CCC(=O)O)ccc2-c2ccc(C)cc2)cc1	7.1	19.4%	·	·	3.0%	·	22.2%	·
C/C(=N\O)c1sc(-c2ccccc2)nc1C	1.8	-35.9%	9.5	-12.9%	-25.3%	-10.0%	12.9%	11.7%
N/N=C(/Cc1nc2ccccc2[nH]1)c1ccc([N+](=O)[O-])cc1	0.4	17.1%	-10.9	-9.6%	-18.6%	2.4%	0.1%	8.0%
O=C(Cn1ccnc1[N+](=O)[O-])N(CCO)CCO	-7.2	-21.5%	-4.8	-1.7%	1.3%	-0.8%	6.9%	7.2%
Cc1ccc(C)c(S(=O)(=O)N2CCN(C(=O)[C@@H]3CCCN3C(=O)c3cccs3)CC2)c1	-0.2	·	-8.1	-0.3%	-4.0%	5.6%	12.5%	25.1%
Cc1cccc(C)c1OCCOCCN1CCN(C)CC1	-9.3&-3.2	2.2%&38.5%	?	-5.7%&-3.4%	-2.6%&-6.8%	-1.2%&11.7%	-9.5%&8.7%	7.0%&2.5%
CN(Cc1cn(Cc2ccccc2)nn1)C1CN(Cc2cn(Cc3ccccc3)nn2)S(=O)(=O)C1 (stereo not given)	2.2	23.2%	27.5	-2.2%	-1.6%	6.9%	18.6%	10.4%
COc1cc(NC(=S)N2CCN(S(=O)(=O)c3ccc(C)cc3)CC2)cc(OC)c1	0.1	·	6.4	2.2%	-5.7%	9.6%	2.7%	1.0%
Cc1cc(N/C(=N/S(=O)(=O)c2ccc(F)cc2)c2ccccc2)n(-c2ccccc2)n1	-2.9	29.8%	2.6	8.0%	5.2%	4.0%	-14.5%[9.22 µM]	5.6%
Cc1ccc(OC(=O)CCNC(=O)c2ccccc2Cl)c(Br)c1	6.7	3.7%	-20.7	1.6%	-0.6%	-14.4%	9.2%	8.1%
N#C/C(=C\c1cn(CC(=O)O)c2ccccc12)C(=O)NCc1ccccc1	2.5	-9.3%	-6.8	-3.0%	?	-6.1%	12.0%	-1.6%
Cn1c(CNc2ccc(F)cc2)nnc1SCC(=O)NNC(=O)Cc1ccccc1	23.7	-5.1%	8.7	7.2%	-20.2%	6.5%	-4.6%	3.3%
C/C(=N\NC(=O)c1ccc(CSc2nc(C)cc(C)n2)cc1)C1CCCCC1	2.7	·	-15.5	2.5%	6.3%	17.7%	-17.2%	1.8%
CC(=O)OCC(=O)[C@@]1(O)[C@H](C)C[C@H]2[C@@H]3CCC4=CC(=O)C=C[C@]4(C)[C@@]3(F)[C@@H](O)C[C@@]21C	21.4&-16.6&3.2	-6.9%	16.0	-7.0%	-33.0%	-11.7%	11.9%	7.0%
Cc1ccc(Cn2ccc(NC(=O)CCSc3nc(-c4ccco4)cc(C(F)(F)F)n3)n2)cc1	4.5	27.4%	5.6	21.3%	3.9%	-3.0%	-1.1%	2.9%
COc1ccc(-c2[nH]nc3oc(=O)c(CCO)c(C)c23)cc1	-10.7	10.4%	-5.6	-7.0%	-1.3%	-10.2%	-13.6%	9.6%
COc1cccc(-c2cc(C(=O)N3CCN(C(=O)c4ccco4)CC3)on2)c1	-8.4	9.4%	-2.2	14.7%	-5.4%	6.9%	2.8%	11.5%
Cc1ccc(S(=O)(=O)CCc2nnc(NC(=O)c3cccs3)s2)cc1	-13.9	0.3%	-21.7	-4.1%	5.4%	16.6%	-8.0%	-0.1%
O=C(c1ccc(F)cc1)C1CCN(C(=O)NCc2ccccc2)CC1	1.1	-22.6%	22.2	-0.5%	5.7%	1.4%	21.1%	4.0%
CCS(=O)(=O)N1CCc2cc(C(=O)NCc3ccc(Cl)cc3)ccc21	-5.4	28.5%	·	·	-16.5%	·	0.4%	·
CCCNC(=O)c1noc2c1CCc1ccccc1-2	6.7	-5.4%	28.1	-4.6%	4.1%	6.0%	?	2.5%
COC(=O)c1cc(O)cc(OC)c1Oc1cc(C)cc(O)c1C(=O)O	0.7	4.5%	?	10.8%	-3.9%	17.5%	12.7%	2.2%
COc1ccc2nc(NC(=O)C3COc4ccccc4O3)sc2c1 (stereo not given)	0.5	10.2%	-6.7	-10.1%	-18.8%	-9.9%	0.0%	14.8%

Only part of the results is shown. The share of hits here may be higher or lower than overall.
